# Bioassay records as filed in PubChem BioAssay.
# MBNL1 CUG block = inhibitors of human MBNL1 binding to CUG repeat RNA. Q9NR56. TR-FRET MBNL1-His/biotin-(CUG)12 binding, 665/545 ratio. AID 2675. 280,000 tested, 0.036% active. Potency, µM (top dose mostly 57.5 µM), inactives show at the top dose activity change, negative = inhibition, hits mostly inhibitors; active = well fitted inhibition curve with a large enough effect in the signal ratio, with a control signal flat, not every such curve was filed as active; inconclusive = small, poorly fitted or top-dose-only effect, or effect the other way, or a change in a side signal; inactive = no such curve, though single readings can be large or run the other way; the % refers to the signal ratio; also: % is scaled to controls: 0 for no effect and ±100 for the full control effect
#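 Compounds (final 92 nM to 58 uM) are added to His-tagged MBNL1 and biotin-(CUG)12, then terbium anti-His antibody and streptavidin-XL665 (5 nM final). After 60 min at room temperature, the 665/545 nm ratio is read.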
# p53 reactivation = mutant p53 re-activation in reporter cells; H1299 p53-A138V BP100-luciferase reporter, luminescence, 24 h; Potency, µM (series often up to 92.2 µM), for inactives: at the top dose activity change, positive = activation, hits mostly activators; 320,000 tested, 0.063% active; also: % of control where 0% means no effect; nearly all actives have a fitted effect of over 45% in size
#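 p53-null H1299 cells stably carrying temperature-sensitive p53-A138V and a BP100-luciferase reporter were pinned with compounds (4-point, 1:5 series) and held 24 hrs at 37 deg C. Luminescence was read 10 min after detection reagent.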
# NPC1 prom act = activators of NPC1 promoter; Potency, µM (titrated, usually from 9.22 µM), inactives show at the top dose activation, most hits filed as activators; 320,000 tested, 2.4% active; Huh7 NPC1 promoter luciferase reporter, 24 h;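 also: % of control where 0% means no effect; nearly all actives have a fitted effect of over 60% in size; reporter is driven by a mutant NPC1 promoter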
#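 Luminescence from an NPC1 promoter-driven luciferase reporter in stably transfected Huh7 cells was measured after 24 h compound treatment at 37 °C, followed by 10 min ambient incubation with luciferase detection reagent.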
# FLuc modulator = firefly luciferase modulation, counter-screen for miR-21 project; P08659; purified FLuc, Km substrates, luminescence inhibition; Potency, µM (highest dose often 57.5 µM), without a hit: at the top dose activity change, negative = inhibition, hits mostly inhibitors; 360,000 tested, 6.9% active; AID 588342;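 also: plate controls were vehicle for no effect and reference inhibitor for full effect; nearly all actives have a fitted effect of over 55% in size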
#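 Purified P. pyralis luciferase, 10 nM final, with Km-level 10 uM D-luciferin and 10 uM ATP in 50 mM Tris acetate pH 7.5, 10 mM Mg acetate, 0.01% Tween-20, 0.05% BSA; 6-point qHTS titration about 60 µM downward; luminescence read.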
# MLL CXXC-DNA inh = blocks binding of human MLL CXXC domain to DNA; Potency, µM (highest dose often 115 µM), for the others: top-dose activity change, negative = inhibition, actives largely listed as inhibitors; MLL-CXXC / FITC-HOXA9 DNA fluorescence polarization; 290,000 tested, 0.037% active; AID 2662; Q03164; active = well fitted inhibition curve with a large enough effect in the polarisation, with a control signal flat, not every such curve was filed as active; inconclusive = small, poorly fitted or top-dose-only effect, or effect the other way, or a change in a side signal; inactive = no such curve, though single readings can be large or run the other way; the % refers to the polarisation
# Target sequence (Q03164 whole entry, looked up, the tested form may be a part): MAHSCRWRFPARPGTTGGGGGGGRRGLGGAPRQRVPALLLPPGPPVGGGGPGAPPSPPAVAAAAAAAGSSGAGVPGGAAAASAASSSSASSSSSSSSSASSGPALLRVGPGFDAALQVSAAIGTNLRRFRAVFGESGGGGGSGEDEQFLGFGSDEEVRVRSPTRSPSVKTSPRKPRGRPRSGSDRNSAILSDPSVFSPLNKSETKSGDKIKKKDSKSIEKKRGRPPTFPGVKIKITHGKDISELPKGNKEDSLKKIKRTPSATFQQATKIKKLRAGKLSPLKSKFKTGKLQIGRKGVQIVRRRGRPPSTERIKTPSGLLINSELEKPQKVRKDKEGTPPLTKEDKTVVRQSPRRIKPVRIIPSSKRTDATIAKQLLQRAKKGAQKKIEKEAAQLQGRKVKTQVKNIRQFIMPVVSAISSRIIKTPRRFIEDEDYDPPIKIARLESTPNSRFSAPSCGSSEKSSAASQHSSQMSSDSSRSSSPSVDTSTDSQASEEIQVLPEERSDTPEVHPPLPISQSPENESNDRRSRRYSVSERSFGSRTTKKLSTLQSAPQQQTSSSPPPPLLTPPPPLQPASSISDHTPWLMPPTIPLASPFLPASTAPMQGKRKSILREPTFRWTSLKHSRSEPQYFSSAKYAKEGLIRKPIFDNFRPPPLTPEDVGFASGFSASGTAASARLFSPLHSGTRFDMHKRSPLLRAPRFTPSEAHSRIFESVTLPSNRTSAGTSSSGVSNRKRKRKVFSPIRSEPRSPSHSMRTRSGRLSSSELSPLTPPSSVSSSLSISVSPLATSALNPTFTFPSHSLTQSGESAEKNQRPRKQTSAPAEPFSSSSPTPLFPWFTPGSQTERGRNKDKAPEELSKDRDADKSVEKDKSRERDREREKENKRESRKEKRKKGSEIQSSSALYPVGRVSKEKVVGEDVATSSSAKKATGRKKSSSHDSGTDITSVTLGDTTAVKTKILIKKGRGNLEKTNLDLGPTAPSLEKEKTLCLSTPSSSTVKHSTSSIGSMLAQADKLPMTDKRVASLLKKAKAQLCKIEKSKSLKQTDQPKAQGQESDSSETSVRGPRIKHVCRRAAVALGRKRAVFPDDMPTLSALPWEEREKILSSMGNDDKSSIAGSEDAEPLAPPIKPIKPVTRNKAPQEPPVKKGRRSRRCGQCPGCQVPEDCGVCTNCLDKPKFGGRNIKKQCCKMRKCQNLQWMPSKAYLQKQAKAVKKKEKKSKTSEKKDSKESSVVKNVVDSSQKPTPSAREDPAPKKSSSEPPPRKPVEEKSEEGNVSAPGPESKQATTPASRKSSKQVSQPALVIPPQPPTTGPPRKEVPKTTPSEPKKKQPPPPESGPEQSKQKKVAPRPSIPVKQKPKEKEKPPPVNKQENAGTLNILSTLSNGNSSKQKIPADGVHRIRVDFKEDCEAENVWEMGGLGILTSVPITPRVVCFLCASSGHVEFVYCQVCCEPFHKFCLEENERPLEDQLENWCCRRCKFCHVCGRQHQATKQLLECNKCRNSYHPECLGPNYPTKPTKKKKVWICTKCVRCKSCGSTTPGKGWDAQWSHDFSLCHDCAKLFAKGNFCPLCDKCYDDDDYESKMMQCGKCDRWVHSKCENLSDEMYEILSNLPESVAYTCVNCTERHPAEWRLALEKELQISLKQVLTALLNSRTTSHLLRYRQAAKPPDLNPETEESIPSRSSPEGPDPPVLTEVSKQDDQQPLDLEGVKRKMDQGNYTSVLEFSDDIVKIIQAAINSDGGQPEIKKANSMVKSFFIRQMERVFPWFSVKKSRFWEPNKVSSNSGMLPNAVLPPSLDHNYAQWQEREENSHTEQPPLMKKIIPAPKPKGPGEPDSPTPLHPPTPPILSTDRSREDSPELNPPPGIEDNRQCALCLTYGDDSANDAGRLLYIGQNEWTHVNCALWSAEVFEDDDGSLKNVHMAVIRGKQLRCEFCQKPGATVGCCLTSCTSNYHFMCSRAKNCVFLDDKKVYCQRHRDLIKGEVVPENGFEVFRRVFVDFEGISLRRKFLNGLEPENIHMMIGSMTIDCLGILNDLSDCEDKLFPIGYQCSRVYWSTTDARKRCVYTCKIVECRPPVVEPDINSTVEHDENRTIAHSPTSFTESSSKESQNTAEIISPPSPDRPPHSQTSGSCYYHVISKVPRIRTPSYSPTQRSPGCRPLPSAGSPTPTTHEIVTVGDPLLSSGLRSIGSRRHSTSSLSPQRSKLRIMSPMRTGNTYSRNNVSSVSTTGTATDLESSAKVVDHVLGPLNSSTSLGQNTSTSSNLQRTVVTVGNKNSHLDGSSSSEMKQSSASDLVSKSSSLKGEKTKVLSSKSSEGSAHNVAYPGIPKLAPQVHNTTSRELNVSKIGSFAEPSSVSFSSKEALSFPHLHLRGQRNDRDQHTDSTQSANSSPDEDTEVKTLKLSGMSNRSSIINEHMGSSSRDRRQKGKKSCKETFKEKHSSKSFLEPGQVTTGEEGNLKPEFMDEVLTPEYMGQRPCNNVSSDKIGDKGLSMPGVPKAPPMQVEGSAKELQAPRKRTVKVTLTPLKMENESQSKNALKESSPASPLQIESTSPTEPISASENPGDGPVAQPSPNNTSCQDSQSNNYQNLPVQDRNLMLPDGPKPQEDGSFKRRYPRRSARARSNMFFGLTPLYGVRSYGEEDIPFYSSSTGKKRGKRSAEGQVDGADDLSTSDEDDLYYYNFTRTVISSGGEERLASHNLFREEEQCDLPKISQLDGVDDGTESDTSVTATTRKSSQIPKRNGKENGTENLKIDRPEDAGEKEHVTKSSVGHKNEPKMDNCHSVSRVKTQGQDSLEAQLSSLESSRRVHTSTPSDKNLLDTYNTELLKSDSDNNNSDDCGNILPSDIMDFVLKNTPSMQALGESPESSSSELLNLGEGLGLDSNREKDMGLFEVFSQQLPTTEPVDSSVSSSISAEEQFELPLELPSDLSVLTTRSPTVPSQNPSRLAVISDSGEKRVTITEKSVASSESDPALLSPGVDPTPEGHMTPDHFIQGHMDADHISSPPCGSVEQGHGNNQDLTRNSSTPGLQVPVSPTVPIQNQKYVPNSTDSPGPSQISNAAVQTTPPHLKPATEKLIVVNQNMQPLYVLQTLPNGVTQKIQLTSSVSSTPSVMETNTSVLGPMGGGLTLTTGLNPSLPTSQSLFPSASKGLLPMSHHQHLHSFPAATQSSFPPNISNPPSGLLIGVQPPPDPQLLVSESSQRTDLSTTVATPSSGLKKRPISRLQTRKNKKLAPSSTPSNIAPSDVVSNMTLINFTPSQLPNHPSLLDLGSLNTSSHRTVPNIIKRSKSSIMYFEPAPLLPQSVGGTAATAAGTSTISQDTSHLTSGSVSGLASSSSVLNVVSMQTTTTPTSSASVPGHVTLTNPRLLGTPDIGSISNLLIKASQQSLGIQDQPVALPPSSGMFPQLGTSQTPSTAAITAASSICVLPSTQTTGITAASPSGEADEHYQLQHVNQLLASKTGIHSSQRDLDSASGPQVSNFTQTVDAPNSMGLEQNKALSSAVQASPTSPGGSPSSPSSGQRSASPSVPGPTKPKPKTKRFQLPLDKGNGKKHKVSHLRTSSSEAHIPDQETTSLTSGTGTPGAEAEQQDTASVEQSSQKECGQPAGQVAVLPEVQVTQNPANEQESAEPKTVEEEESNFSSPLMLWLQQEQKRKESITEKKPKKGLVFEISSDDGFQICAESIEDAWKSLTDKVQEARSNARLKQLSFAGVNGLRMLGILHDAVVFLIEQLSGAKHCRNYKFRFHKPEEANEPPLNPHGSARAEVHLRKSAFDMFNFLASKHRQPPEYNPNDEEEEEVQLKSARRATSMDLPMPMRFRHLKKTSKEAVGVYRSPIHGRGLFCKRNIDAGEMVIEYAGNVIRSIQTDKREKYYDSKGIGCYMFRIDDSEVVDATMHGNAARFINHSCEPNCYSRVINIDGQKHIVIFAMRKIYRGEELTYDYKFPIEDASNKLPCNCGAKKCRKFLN
#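 Steps: dispense CXXC domain solution (7 uM) → pin compounds or unlabeled HOX-A9 DNA control → 5 min ambient → add FLSN-HOX-A9 solution (50 nM) → spin → 30 min ambient → fluorescence polarization. Tris pH 7.5/NaCl/DTT/BSA buffer.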
# Rab9 promoter act = activates the Rab9 promoter | AID 485297 | 320,000 tested, 2.8% active | Huh7 Rab9 promoter-luciferase reporter, luminescence, 24 h | Potency, µM (highest dose often 9.22 µM), inactives show top-dose activation, negative = inhibition, most hits filed as activators; also: % of control where 0% means no effect; nearly all actives have a fitted effect of over 60% in size
#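 Luminescence from Amplite-detected luciferase (10 minutes, ambient) reports Rab9 promoter activation. Before that, stable Rab9-luciferase Huh7 cells (1500/well, reduced-serum OP-MEM I plus 10% FBS) were exposed to compound for 24 hours at 37C.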
# uPA surface inh = inhibitors of cell surface uPA generation | cell surface uPA generation assay, qHTS | Potency, µM (highest dose often 38.3 µM), without a hit: top-dose activity change, negative = inhibition, usual class: inhibitors | 330,000 tested, 0.31% active; active = well fitted inhibition curve with a large enough effect; inconclusive = small, poorly fitted or top-dose-only effect; inactive = no such curve, though single readings can be large or run the other way; tested in mouse RAW 264.7 cells; also: % is scaled to controls: 0 for no effect and ±100 for the full control effect; nearly all actives have a fitted effect of over 55% in size
# RORgamma inh = blocks mouse ROR gamma transcriptional activity; P51450; Drosophila S2 Gal4-RORgamma UAS-luciferase reporter, 20 h; Potency, µM (highest dose often 53.6 µM), for the others: top-dose activity change, negative = inhibition, hits mostly inhibitors; 310,000 tested, 5.4% active; AID 2551; also: % is scaled to controls: 0 for no effect and ±100 for the full control effect; nearly all actives have a fitted effect of over 60% in size
#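 A Gal4/UAS one-hybrid system in insect cells: metallothionein-promoter Gal4–ROR gamma fusion plus Photinus luciferase reporter. Copper sulfate 700 uM final, 20 hr ambient incubation, luminescent detection after 10 min with reagent.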
# Gal4-VP16 FLuc = counter-screen for ROR gamma inhibitors: Gal4-VP16 reporter; Drosophila S2 Gal4-VP16 UAS-luciferase, luminescence, 20 h; Potency, µM (titrated, usually from 53.6 µM), for the others: at the highest dose activity, negative = inhibition, hits mostly inhibitors; 310,000 tested, 3.5% active;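 also: Gal4-VP16 expression switched on by copper sulfate through the metallothionein promoter; % is scaled to controls: 0 for no effect and ±100 for the full control effect; nearly all actives have a fitted effect of over 50% in size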
# ELG1 genotox = inducers of genotoxicity in HEK293T ELG1-luciferase cells. HEK293T ELG1-luciferase reporter, luminescence, 16 h. Potency, µM (highest dose often 46 µM), without a hit: at the highest dose activity change, positive = activation, most hits filed as activators. 330,000 tested, 1.3% active. AID 504466; also: % of control where 0% means no effect; nearly all actives have a fitted effect of over 60% in size
#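 HEK293T cells expressing luciferase-tagged ELG1 were exposed to compound or DMSO vehicle for 16 hr at 37 °C and 5% CO2. Luciferase activity was then measured with ONE-Glo after 30 min at room temperature.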
# BRCA1 expr act = increases BRCA1 expression. Potency, µM (highest dose often 46.1 µM), for inactives: at the top dose activation, actives largely listed as activators. 380,000 tested, 1.1% active. MCF7-BRCA1-FFLuc reporter, luminescence, 48 h; response scale: scaled: vehicle 0%, 10 µM genistein 100%. AID 624202; also: nearly all actives have a fitted effect of over 80% in size; some results filed as inactive show a strong effect at the top dose
#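 Luminescence from a BRCA1-driven firefly luciferase in MCF7 cells was the read-out, taken 15 min after substrate addition following 48 h compound exposure at 37 °C. Data were normalized to a 10 microM genistein control and DMSO vehicle.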
# The depositor's hits bear a star; ? = inconclusive; nt = no result given; [ ] = dose if it differs, or a comment. Unless noted, calls follow the shape of the dose curve; as a rule, active = well fitted curve in the direction sought with a large enough effect; inconclusive = small, poorly fitted or top-dose-only effect, or another doubt; inactive = no such curve, though single readings can be large; an effect the other way counts as inactive or inconclusive. Potency is read from the fitted curve at half-maximal effect.
# Each structure is followed by: MBNL1 CUG block	p53 reactivation	NPC1 prom act	FLuc modulator	MLL CXXC-DNA inh	Rab9 promoter act	uPA surface inh	RORgamma inh	Gal4-VP16 FLuc	ELG1 genotox	BRCA1 expr act
> CC1CCN(C(=O)COc2coc(CN3CCc4ccccc43)cc2=O)CC1
 : nt	-3.7%	2.1%	2.7%	nt	1.7%	-5.4%	nt	nt	-15.1%	12.2%
> O=C(NCCNC(=O)c1cc(OCC(F)(F)F)ccc1OCC(F)(F)F)Nc1cccc(C(F)(F)F)c1
 : -5.4%	-4.7%	-0.2%	-0.8%	-7.1%	-8.6%	1.7%	?	-29.6%	-6.3%	-62.9%
> O=C(NCc1ccc(F)cc1)C1CCCN1S(=O)(=O)c1cccc2nsnc12 (stereo not drawn)
 : ?	-6.5%	-2.7%	-1.3%	10.0%	-5.7%	-2.5%	-9.0%	-4.4%	-0.8%	4.7%
> Nc1ccc(Oc2ccc(Br)cc2)cc1
 : -4.4%	15.0%	-5.1%	0.8%	4.8%	-5.0%	-12.1%	14.7%	-8.6%	1.5%	0.2%
> CC(C)c1cc(CN2CCN(Cc3ccc(F)c(F)c3)C(CCO)C2)[nH]n1 (stereo not drawn)
 : 1.5%	-2.9%	-2.0%	0.4%	-5.9%	-7.0%	-2.4%	21.7%	7.8%	-0.8%	3.0%
> CCOc1ccccc1C1c2[nH]c3ccccc3c2C[C@H]2C(=O)N(C3CCN(Cc4ccccc4)CC3)CC(=O)N12 (stereo partly drawn)
 : -6.7%	-0.5%	-5.3%	1.9%	13.2%	-1.4%	-17.2%	-38.6%	-7.8%	-8.5%	-62.4%
> Cn1c(CCN2CCN(c3ccc(F)cc3)CC2)nc2cc(NC(=O)c3ccco3)ccc21
 : -1.0%	24.9%	-6.4%	-1.1%	29.6%	-2.7%	-6.8%	?	18.5%	-12.6%	-35.5%
> Nc1ncnc2c1ncn2C1OC(C(=O)NC2CC2)C(O)C1O (stereo not drawn)
 : nt	-1.7%	1.9%	-0.2%	nt	-0.8%	-1.8%	nt	nt	?	6.8%
> O=C(NCc1cccnc1)c1nn2cccnc2c1Cl
 : ?	0.4%	0.2%	0.1%	3.2%	-5.5%	5.3%	-0.2%	6.5%	4.4%	-3.6%
> O=[N+]([O-])c1ccc(-c2cnc(SC(c3ccccc3)c3ccccc3)[nH]2)cc1
 : ?	-4.4%	-2.2%	-1.4%	16.2%	-9.0%	-12.5%	?	?	3.1%	-86.6%[inhibitor]
> O=C(CSc1nc2ccc(N3CCOCC3)cc2c(=O)n1CCc1ccccc1)NCC1CCCO1 (stereo not drawn)
 : 4.4%	3.8%	2.1%	3.6%	-0.1%	-3.6%	5.0%	5.62µM*	12.6µM*	-16.9%	0.0%
> Cc1ccc(-c2cc(C(=O)N3CCOCC3)c3cc(C)ccc3n2)cc1
 : 4.3%	5.5%	15.1%	6.75µM*	-1.9%	4.6%	-0.6%	6.9%	-9.6%	0.6%	17.7%
> CC[C@@H](C)[C@H](NC(=O)Cc1c(C)c2c(cc(C)c3c(C)coc32)oc1=O)C(=O)O
 : ?	-2.4%	-11.8%	?	?	-2.4%[1.84 µM]	2.0%	-7.8%	0.8%	2.5%	58.7%
> Cc1ccnc2nc(C(=O)OCC(=O)N3CC(C)CC(C)C3)nn12 (stereo not drawn)
 : nt	-0.7%	-0.6%	1.0%	nt	-0.8%	1.9%	nt	nt	2.9%	-7.7%
> O=C(O)/C(=N/NC(=O)c1ccc(Cl)cc1)c1ccccc1
 : nt	5.0%	-5.2%	16.9µM*	-5.2%	2.0%	-16.6%	?	3.3%	6.7%	11.8%
> CC(=O)C1=C(O)CC(c2ccccc2)CC1=NCCc1c(C)[nH]c2ccccc12 (stereo not drawn)
 : -14.4%	2.9%	-2.3%	-0.3%	-0.7%	-9.6%	7.1%	?	-0.8%	-7.1%	-13.2%
> COc1ccc(CCNC(=O)COC(=O)c2ccc(N3CCCC3=O)cc2)cc1
 : 1.7%	1.6%	-2.4%	-1.7%	1.8%	-6.2%	-1.0%	7.2%	-11.9%	1.1%	-1.8%
> C=CCn1cccc(C(=O)Nc2ccc(OC)cc2OC)c1=O
 : ?	2.8%	10.1%	?	5.7%	18.2%	3.9%	37.7%	-4.4%	2.5%	52.5%
> O=C(NCCc1ccccc1)c1ccc(NS(=O)(=O)c2ccc3[nH]c(=O)[nH]c3c2)cc1
 : nt	18.0%	28.8%	?	nt	?	-4.1%	nt	nt	10.3%	84.4%
> CCOc1ccccc1NC(=O)c1cc(C(=O)c2cc(OC)ccc2O)coc1=N
 : nt	-0.2%	-5.8%	-2.6%	14.3%	-1.2%	0.4%	?	-7.0%	-1.0%	-23.4%
> O=C(Nc1ccc(Nc2ccccc2)cc1)c1c(F)c(F)c(F)c(F)c1F
 : -2.5%	3.4%	5.8%	-5.1%	10.2%	3.8%	-7.2%	-21.7%[1.91 µM]	?	-9.8%	-28.2%
> COc1ccccc1C(=O)OC1CCCN(C)C1 (stereo not drawn)
 : -10.3%	1.8%	-4.8%	-2.6%	34.9%	1.7%[1.84 µM]	7.6%	-2.3%	-1.7%	2.2%	13.8%
> COc1ccc(NC(=O)CC2C(=O)NCCN2C(=O)c2ccc(N(C)C)cc2)cc1 (stereo not drawn)
 : nt	-1.8%	1.3%	-0.5%	-1.2%	-3.5%	-3.8%	1.9%	-11.4%	-1.5%	-0.9%
> O=C(Nc1cccc(C(=O)N2CCN(c3ccccc3)CC2)c1)c1ccco1
 : -1.7%	-7.1%	0.3%	-2.0%	-4.9%	-1.6%	0.7%	-17.7%	-13.1%	-4.5%	-3.5%
> CCOC(=O)Cc1cc(=O)n2[nH]c(C(C)(C)C)cc2n1
 : nt	8.3%	0.0%	0.8%	4.1%	14.6%	3.0%	36.7%	-10.9%	-3.0%	-8.8%
> N#CCSc1nc2ccccc2o1
 : nt	11.1%	-1.6%	-1.2%	-28.2%	-4.1%	-2.5%	4.5%	-0.9%	-1.7%	-17.3%
> Cc1cc(/C=N/n2cnnc2)c(C)n1-c1ccc(OCc2ccc(Cl)cc2Cl)cc1
 : -1.8%	-13.4%	-25.1%	?	2.2%	-28.7%	-8.8%	0.0%	11.2µM*	-10.4%	-76.7%
> COC(=O)C1=C(C)NC(C)=C(C(=O)OC(C)(C)CN(C)CCC(c2ccccc2)c2ccccc2)C1c1cccc([N+](=O)[O-])c1 (stereo not drawn)
 : nt	nt	-26.2%[46.1 µM]	nt	0.8%	-30.6%[inhibitor][46.1 µM]	nt	?	?	nt	nt
> CC1Cc2nc(SCC(=O)NCc3ccco3)n(-c3ccccc3)c(=O)c2S1 (stereo not drawn)
 : 14.6%	3.2%	-2.7%	1.6%	3.7%	2.0%	-16.6%	-22.3%	0.6%	4.6%	3.1%
> COc1ccc(-c2nnnn2CCc2ccccc2)cc1
 : -2.3%	1.4%	16.1%	-9.6%	-0.6%	-2.8%	-9.0%	-22.0%	4.0%	-0.2%	34.7%
> O=c1[nH]c2ccc(S(=O)(=O)N3CCCCC3)cc2[nH]1
 : 0.3%	-2.4%	2.2%	-0.5%	1.1%	-2.4%	9.1%	0.7%	-4.0%	-8.0%	-15.5%
> COc1ccccc1NC(=O)c1ccc(-c2ccccc2[N+](=O)[O-])o1
 : 4.4%	-0.7%	?	10.7µM*	-2.4%	?	-1.7%	5.6%	7.1%	-14.0%	11.9%
> Cc1cc(=O)oc2cc(NC(=O)CCCC(=O)O)ccc12
 : -14.8%	3.7%	-0.3%	-8.8%	-5.2%	-2.2%	3.0%	-3.9%	-1.6%	-2.9%	-24.7%
> Cc1ccc(N=C2NC(=O)/C(=C\c3cccs3)S2)cc1C
 : nt	?	13.1%	?	-0.2%	23.1%	-7.4%	19.2%	4.0%	14.4%	51.5%
> CC(=O)Nc1ccc(S(=O)(=O)N2CCN(C(=O)c3cccnc3)CC2)cc1
 : 5.5%	2.7%	-2.9%	0.2%	-13.3%	-2.5%	3.4%	-6.9%	-17.1%	0.2%	3.5%
> Cc1nn(C)c(C(=O)Nc2ccc(Cn3cccn3)cc2)c1[N+](=O)[O-]
 : 16.7%	3.9%	0.6%	0.6%	-1.2%	-3.3%	5.2%	-30.0%	-6.8%	0.3%	-17.1%
> CC(=O)Nc1ccc(S(=O)(=O)/N=C2\SCCN2S(=O)(=O)c2ccc(NC(C)=O)cc2)cc1
 : -13.3%	3.4%	8.0%	-4.8%	-5.8%	3.5%	7.1%	22.0%	-14.6%	-3.3%	36.1%

# An excerpt. The share of hits here may be higher or lower than overall.
